STEP block – inhibitors of human striatal-enriched phosphatase STEP; P54829; recombinant STEP, OMFP fluorogenic substrate, fluorescence; inhibition, % at 20 µM; 360,000 tested, 0.25% active;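 active = inhibition at 20 µM, scaled per plate between control wells, above about 37%, limit read from the data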;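 also: 0% = DMSO with enzyme and substrate and 100% = substrate only without enzyme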
Target sequence (P54829 whole entry, looked up): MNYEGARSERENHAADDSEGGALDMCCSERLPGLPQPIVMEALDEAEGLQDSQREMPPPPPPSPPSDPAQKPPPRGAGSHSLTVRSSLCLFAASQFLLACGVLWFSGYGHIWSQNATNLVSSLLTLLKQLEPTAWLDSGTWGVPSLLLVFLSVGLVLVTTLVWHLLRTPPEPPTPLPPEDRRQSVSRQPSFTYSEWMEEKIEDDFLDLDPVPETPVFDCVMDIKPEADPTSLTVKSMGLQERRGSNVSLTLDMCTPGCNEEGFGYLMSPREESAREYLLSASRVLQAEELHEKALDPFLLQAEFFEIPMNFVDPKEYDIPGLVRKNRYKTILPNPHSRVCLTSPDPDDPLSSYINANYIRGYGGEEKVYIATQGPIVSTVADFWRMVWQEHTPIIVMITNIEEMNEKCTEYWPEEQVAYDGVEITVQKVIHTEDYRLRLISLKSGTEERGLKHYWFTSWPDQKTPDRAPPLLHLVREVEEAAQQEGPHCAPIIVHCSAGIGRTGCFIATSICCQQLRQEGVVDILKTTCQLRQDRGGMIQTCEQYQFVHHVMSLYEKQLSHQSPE
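Also added – OMFP at 25 µM · Test system – STEP tyrosine phosphatase · Technique – FITC-channel fluorescence of OMFP product · Schedule – 20 min at room temperature, dark · Evaluation – control-normalized % inhibition with plate pattern correction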
SUMO1 PPI mod – SUMO1-SIM interaction modulation. P63165. SUMO1 binding to a labelled peptide, TR-FRET, 1 h. inhibition, % at 20 µM. 360,000 tested, 0.33% active; in the data active = inhibition above about 37%
Target sequence (P63165 whole entry, looked up): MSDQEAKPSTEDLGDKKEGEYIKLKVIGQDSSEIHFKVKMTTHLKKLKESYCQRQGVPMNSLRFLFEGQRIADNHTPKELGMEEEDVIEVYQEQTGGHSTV
NadD inh – blocks S. aureus nicotinate mononucleotide adenylyltransferase; purified NadD enzyme, colorimetric absorbance read-out; inhibition, % at 20 µM; 360,000 tested, 0.78% active; AID 602399; in the data active = inhibition above about 26%; also: some compounds past the cut are filed as inactive
LMPTP block – blocks human LMPTP phosphatase | 360,000 tested, 0.22% active | inhibition, % at 20 µM | AID 651560 | P24666 | recombinant LMPTP-A, OMFP fluorogenic substrate, fluorescence intensity;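 active = compounds that cut the enzyme signal by at least half of the control window in the single-dose screen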;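 also: plate controls were DMSO wells with enzyme plus substrate for no effect and substrate without enzyme for full effect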
Target sequence (P24666 whole entry, looked up): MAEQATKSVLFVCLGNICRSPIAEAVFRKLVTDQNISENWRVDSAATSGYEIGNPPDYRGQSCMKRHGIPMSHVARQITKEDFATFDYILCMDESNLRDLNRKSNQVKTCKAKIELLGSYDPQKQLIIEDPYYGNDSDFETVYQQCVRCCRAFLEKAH
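Test system: LMPTP-A phosphatase enzyme; input: 0.625 nM LMPTP-A final; reagent: OMFP substrate, 400 µM final; compound dosing: 20 µM single dose, 3% DMSO; incubation: 50 min dark incubation at room temperature; measured by: endpoint fluorescence intensity from OMFP dephosphorylation; measure: % inhibition relative to no-enzyme and uninhibited control wells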
PABP1 MLLE inh – inhibitors of microRNA-mediated deadenylation, human PABP1 MLLE binding. P11940. 360,000 tested, 0.36% active. inhibition, % at 20 µM. AID 588489. GST-MLLE / FITC-PAM2 fluorescence polarization; in the data active = inhibition above about 35%, passing the limit was not always enough;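 also: plate controls were DMSO wells with GST-MLLE for no effect and wells lacking GST-MLLE protein for full effect; some results filed as inactive read as strong as hits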
Scp1 inh – Scp-1 (human) phosphatase inhibition. Recombinant Scp1, phosphopeptide, malachite green phosphate absorbance. inhibition, % at 20 µM. 340,000 tested, 0.88% active;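 active = inhibition above about 50% at 20 µM, limit read from the data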;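 also: plate controls were DMSO wells with enzyme for no effect and wells lacking enzyme for full effect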
Target sequence (Q9GZU7 76-261 limits assumed): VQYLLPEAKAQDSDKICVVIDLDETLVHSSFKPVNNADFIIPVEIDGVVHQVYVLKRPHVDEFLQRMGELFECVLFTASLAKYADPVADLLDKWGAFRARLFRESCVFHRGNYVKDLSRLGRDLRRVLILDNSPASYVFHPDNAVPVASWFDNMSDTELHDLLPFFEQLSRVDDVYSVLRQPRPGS
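Test system: SCP-1 phosphatase catalytic domain, residues 76-261 | Compound dosing: One concentration, 20 µM, with 1.0% DMSO | Schedule: 45 min room-temperature reaction, 5 min colour, 30 min stabiliser | Detection: Absorbance at 630 nm | Read-out basis: % inhibition of SCP-1 phosphate liberation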
CSN inh – blocks human CSN-mediated cullin deneddylation | 360,000 tested, 0.38% active | Purified CSN, SCF-Nedd8-OG deneddylation, fluorescence polarization | inhibition, % at 12.5 µM | AID 651999 | Q92905;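 active = pattern-corrected inhibition above about 35%, with an unprinted fluorescence ratio check between 0.5 and 1.5, limit read from the data, passing the limit was not always enough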;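 also: 0% = enzyme with substrate and 100% = substrate without enzyme; some results filed as inactive read as strong as hits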
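Assay system: purified human Csn5 enzyme expressed in HEK293T cells; Input: 0.24 nM Csn5 enzyme, final concentration; Reagent: 10 nM SCFSkp2-Nedd8OG; Compound dosing: 12.5 µM single point; Times: reaction 90 min, room temperature; Technique: fluorescence polarization readout.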
Rpn11 inh – Rpn11 (human) deubiquitinase inhibition. calls only at 20 µM. 360,000 tested, 0.59% active. human 26S proteasome, Ub4-pepOG fluorescence polarization; 20S core pre-blocked with epoxomicin;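 active = inhibition at 20 µM, scaled to each plate's controls, above about 33%, limit read from the data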
DNMT1 block – DNMT1 (human) enzyme inhibition; DNMT1 molecular beacon, Hinp1I cleavage, fluorescence; inhibition (reported as % activation of signal), % at 10 µM; AID 588458; 360,000 tested, 0.83% active; P26358; in the data active = inhibition above about 50%
TbMetRS inhib – blocks T. brucei methionyl-tRNA synthetase activity | purified T. brucei MetRS, ATP depletion, Kinase-Glo luminescence | inhibition, % at 11.9 µM | 360,000 tested, 0.4% active | AID 624268;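 active = inhibition above a per-plate cutoff of the control wells' mean inhibition plus 3 SD, cut at about 5.5% in these data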;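 also: 0% = DMSO wells median and 100% = median of wells with control inhibitor compound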
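Test system: purified T. brucei MetRS enzyme. Also added: ATP, methionine and E. coli bulk tRNA substrates. Compound: 11.9 µM single point. Schedule: 15 min enzyme-compound preincubation, 2 h reaction, 10 min detection, 25 °C. Signal: luciferase luminescence of residual ATP, Kinase-Glo. Evaluation: percent inhibition versus plate control medians. Controls: DMSO wells, low control.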
* marks the source's active call; other numbers are inactive results.

Screening NC(c1ccccc1)c1csc(NC(=O)Nc2ccc(OC(F)(F)F)cc2)n1 (centres undefined) returned STEP block 8.0, SUMO1 PPI mod -10.3, NadD inh 17.1, LMPTP block -5.7, PABP1 MLLE inh -19.1, CSN inh 6.7, Rpn11 inh inactive, DNMT1 block -20.6 and TbMetRS inhib -0.2.
O=C(c1ccccc1F)N1CCC2CC1c1cc(N3CCCCC3)ccc12 (centres undefined) was read as STEP block -0.1, SUMO1 PPI mod -0.6, NadD inh -4.7, LMPTP block -0.7, PABP1 MLLE inh -4.1, CSN inh 9.9, Rpn11 inh inactive, DNMT1 block 1.1 and TbMetRS inhib -0.8.
For CCOC(=O)[C@@H]1[C@H]2COc3ccccc3[C@H]2N2C(=O)N(c3ccc(Cl)cc3)C(=O)[C@]12C the results were STEP block 1.5, SUMO1 PPI mod 6.0, NadD inh -7.6, LMPTP block 0.8, PABP1 MLLE inh -6.0, Scp1 inh -6.5, CSN inh -2.0, Rpn11 inh inactive, DNMT1 block -1.5 and TbMetRS inhib -0.3.
For CC(=O)N1CCc2cc(S(=O)(=O)NC(C(=O)NC(C)c3ccccc3)C(C)C)ccc21 (centres undefined) the results were STEP block -3.4, SUMO1 PPI mod 8.3, NadD inh -7.3, LMPTP block -0.8, PABP1 MLLE inh -2.8, Scp1 inh -3.5, CSN inh -1.3, Rpn11 inh inactive, DNMT1 block -0.5 and TbMetRS inhib -0.2.
`COc1cc(/C=C(\CC(=O)O)c2nc3ccccc3s2)ccc1OCC(=O)Nc1ccccc1F` gave STEP block 3.5, SUMO1 PPI mod -0.6, NadD inh 16.8, LMPTP block 0.7, PABP1 MLLE inh -3.2, Scp1 inh -8.2, CSN inh -1.9, Rpn11 inh inactive, DNMT1 block -1.3 and TbMetRS inhib -0.3.
CCOc1ncccc1C(=O)NCCc1c[nH]c2ccccc12 was read as STEP block 1.2, SUMO1 PPI mod -3.7, NadD inh -4.0, LMPTP block 0.0, PABP1 MLLE inh -25.8, Scp1 inh -5.2, CSN inh -2.0, Rpn11 inh inactive, DNMT1 block -0.3 and TbMetRS inhib -0.1.
COc1ccc(C(=O)CCC(=O)N2CCN(c3ccc(C)cc3)C(C)C2)cc1 (centres undefined) was read as STEP block 1.7, SUMO1 PPI mod 17.9, NadD inh 0.0, LMPTP block 1.8, PABP1 MLLE inh 4.2, Scp1 inh -5.7, CSN inh 3.0, Rpn11 inh inactive, DNMT1 block -1.6 and TbMetRS inhib -0.4.
`O=C1N[C@@H](Cc2ccccc2)C(=O)N2[C@H]1C[C@]1(Br)c3ccccc3N(S(=O)(=O)c3ccc(F)cc3)[C@H]21` gave STEP block 1.1, SUMO1 PPI mod 2.7, NadD inh 8.8, LMPTP block -1.9, PABP1 MLLE inh 3.2, Scp1 inh 12.3, CSN inh -1.6, Rpn11 inh inactive, DNMT1 block -4.8 and TbMetRS inhib -0.4.
`O=C(CNC(=O)C(c1ccccc1)c1ccccc1)OCc1ccccc1` gave STEP block -0.1, SUMO1 PPI mod 2.0, NadD inh -4.4, LMPTP block -0.2, PABP1 MLLE inh -5.2, Scp1 inh -5.2, CSN inh -4.3, Rpn11 inh inactive, DNMT1 block -1.6 and TbMetRS inhib 0.1.
`CCC(=O)N1CCc2cc(Br)cc(S(=O)(=O)NCCCN(CC)Cc3ccccc3)c21` gave STEP block 4.2, SUMO1 PPI mod -0.9, NadD inh -0.8, LMPTP block -0.5, PABP1 MLLE inh 2.0, Scp1 inh -5.3, CSN inh -5.2, Rpn11 inh inactive, DNMT1 block -0.6 and TbMetRS inhib -0.5.
CC(=O)N(C(C)=O)n1c(/C=C/c2ccc([N+](=O)[O-])cc2)nc2ccccc2c1=O was read as STEP block 0.0, SUMO1 PPI mod -0.1, NadD inh -5.6, LMPTP block -2.3, PABP1 MLLE inh 13.1, Scp1 inh -8.6, CSN inh -0.4, Rpn11 inh inactive, DNMT1 block -2.2 and TbMetRS inhib -0.6.
Screening COc1ccccc1N1CCN(C2CCCN(C(=O)CCC(=O)N(C)C)C2)CC1 (centres undefined) returned STEP block 5.4, SUMO1 PPI mod 1.0, NadD inh -4.5, LMPTP block -0.5, PABP1 MLLE inh -2.9, Scp1 inh -11.7, CSN inh 5.8, Rpn11 inh inactive, DNMT1 block 4.6 and TbMetRS inhib 0.1.
For Cc1cnc([N+](=O)[O-])n1CCOC(=O)NC(=O)c1ccccc1Cl the results were STEP block 0.4, SUMO1 PPI mod -13.9, NadD inh -1.0, LMPTP block 0.3, PABP1 MLLE inh 3.4, Scp1 inh -5.2, CSN inh 6.2, Rpn11 inh inactive, DNMT1 block 3.0 and TbMetRS inhib 0.5.
`COC(=O)CCCCCCCCCC[N+]1(C)CCCCC1` gave STEP block 1.6, SUMO1 PPI mod 2.3, NadD inh 5.6, LMPTP block -1.8, PABP1 MLLE inh -134.0, Scp1 inh 45.8, CSN inh -6.8, Rpn11 inh inactive, DNMT1 block 15.0 and TbMetRS inhib -0.9.
Screening CC1(c2ccc3c(c2)OCCO3)NC(=O)N(CC(=O)c2ccc[nH]2)C1=O (centres undefined) returned STEP block 0.0, SUMO1 PPI mod -2.2, NadD inh -1.1, LMPTP block 1.6, PABP1 MLLE inh -6.8, Scp1 inh 11.4, CSN inh -3.7, Rpn11 inh inactive, DNMT1 block 9.2 and TbMetRS inhib -0.4.

Brought forward from above: 2 compounds, then new ones.
`COC(=O)CCCCCCCCCC[N+]1(C)CCCCC1` gave STEP block 1.6, SUMO1 PPI mod 2.3, NadD inh 5.6, LMPTP block -1.8, PABP1 MLLE inh -134.0, Scp1 inh 45.8, CSN inh -6.8, Rpn11 inh inactive, DNMT1 block 15.0 and TbMetRS inhib -0.9.
Screening CC1(c2ccc3c(c2)OCCO3)NC(=O)N(CC(=O)c2ccc[nH]2)C1=O (centres undefined) returned STEP block 0.0, SUMO1 PPI mod -2.2, NadD inh -1.1, LMPTP block 1.6, PABP1 MLLE inh -6.8, Scp1 inh 11.4, CSN inh -3.7, Rpn11 inh inactive, DNMT1 block 9.2 and TbMetRS inhib -0.4.
`COc1cccc(C(=O)NCCS(=O)(=O)NCc2cccnc2)c1` gave STEP block -1.1, SUMO1 PPI mod -4.4, NadD inh 3.0, LMPTP block -1.3, PABP1 MLLE inh 5.7, Scp1 inh 1.2, CSN inh 1.9, Rpn11 inh inactive, DNMT1 block 0.5 and TbMetRS inhib -0.3.
For CC(C)c1nn2c(N)c(/C=C3\C=Nc4ccccc43)c(=O)nc2s1 the results were STEP block -4.9, SUMO1 PPI mod -17.9, NadD inh 6.4, LMPTP block 1.6, PABP1 MLLE inh -14.6, Scp1 inh -1.2, CSN inh -2.0, Rpn11 inh inactive, DNMT1 block -1.7 and TbMetRS inhib 0.6.
For COC(=O)C[C@@H]1C=C[C@H](NS(=O)(=O)c2cccc(F)c2)[C@@H](CO)O1 the results were SUMO1 PPI mod 1.9, LMPTP block -0.9, CSN inh 1.7 and TbMetRS inhib -0.3.
Screening O=C(CCN1C(=O)C2C3CCC(C3)C2C1=O)OCC(=O)c1ccc(Cl)cc1 (centres undefined) returned STEP block 5.1, SUMO1 PPI mod -3.9, NadD inh -5.7, LMPTP block -0.9, PABP1 MLLE inh 6.3, Scp1 inh 7.0, CSN inh -1.4, Rpn11 inh inactive, DNMT1 block 1.2 and TbMetRS inhib -0.5.
Cc1cc(OCC(=O)NNC(=S)NC(=O)c2ccc(Br)o2)ccc1Cl was read as STEP block 1.8, SUMO1 PPI mod 8.9, NadD inh 12.6, LMPTP block -0.4, PABP1 MLLE inh 25.8, Scp1 inh -10.5, CSN inh 4.1, Rpn11 inh inactive, DNMT1 block 0.4 and TbMetRS inhib 0.1.
CC(=O)Nc1ccc(S(=O)(=O)Nc2cccc(-n3c(C)nc4ccccc4c3=O)c2)cc1 was read as STEP block 0.9, SUMO1 PPI mod 3.2, NadD inh -3.2, LMPTP block -2.1, PABP1 MLLE inh 3.0, Scp1 inh -4.9, CSN inh -6.5, Rpn11 inh inactive, DNMT1 block -2.1 and TbMetRS inhib 0.1.
`Cc1cccc(/C(N)=N/OC(=O)c2ccc(Br)o2)c1` gave STEP block 3.0, SUMO1 PPI mod 0.9, NadD inh -0.2, LMPTP block 1.2, PABP1 MLLE inh 11.2, Scp1 inh -1.4, CSN inh -7.6, Rpn11 inh inactive, DNMT1 block -3.0 and TbMetRS inhib -0.7.
CCOC(=O)c1ccccc1NC(=O)COC(=O)c1ccc(C)c(S(=O)(=O)N2CCOCC2)c1 was read as STEP block 8.4, SUMO1 PPI mod 1.3, NadD inh 1.7, LMPTP block 0.5, PABP1 MLLE inh -5.1, Scp1 inh -5.7, CSN inh -1.4, Rpn11 inh inactive, DNMT1 block -8.2 and TbMetRS inhib 0.0.
For CCOC(=O)c1ccc(Nc2ncccc2[N+](=O)[O-])cc1 the results were STEP block -0.3, SUMO1 PPI mod -24.7, NadD inh -4.7, LMPTP block -0.1, PABP1 MLLE inh -14.6, Scp1 inh 1.6, CSN inh -4.3, Rpn11 inh inactive, DNMT1 block 3.2 and TbMetRS inhib -1.7.
`CCNc1cc2c(cc1O)CCC1C2CCC2(C)C(O)CCC12` (centres undefined) gave STEP block 2.6, SUMO1 PPI mod -1.1, NadD inh 2.8, LMPTP block 0.0, PABP1 MLLE inh 26.7, Scp1 inh -0.3, CSN inh 0.1, Rpn11 inh inactive, DNMT1 block -7.0 and TbMetRS inhib -0.2.
O=C(CCSc1ccccc1)NCCSc1ccccn1 was read as STEP block -0.9, SUMO1 PPI mod -1.5, NadD inh -4.4, LMPTP block -1.1, PABP1 MLLE inh 5.1, Scp1 inh -1.1, CSN inh -1.2, Rpn11 inh inactive, DNMT1 block 0.9 and TbMetRS inhib -1.0.
Screening O=C(NCC(c1ccco1)N1CCCCC1)c1cccc(S(=O)(=O)Nc2ccccc2Cl)c1 (centres undefined) returned STEP block -1.3, SUMO1 PPI mod 5.4, NadD inh -3.3, LMPTP block -1.7, PABP1 MLLE inh -6.9, Scp1 inh 1.0, CSN inh -0.5, Rpn11 inh inactive, DNMT1 block 2.4 and TbMetRS inhib -0.5.
Screening CC(C)(CN1CCOCC1)NS(=O)(=O)c1ccccc1 returned STEP block 0.6, SUMO1 PPI mod 4.2, NadD inh 1.2, LMPTP block -0.6, PABP1 MLLE inh -3.4, Scp1 inh -0.8, CSN inh -1.5, Rpn11 inh inactive, DNMT1 block -0.4 and TbMetRS inhib -0.4.
